# TrxR1 substrate: substrates of rat thioredoxin reductase 1. Potency, µM (top dose mostly 114 µM), inactives show top-dose activity change, negative = substrate turnover. O89049. purified TrxR1 substrate turnover, NADPH consumption readout. AID 588456. actives 0.01% (n = 390,000); note: potency is the fitted concentration of half-maximal effect; % is set by controls: 0 for no effect and ±100 for the full control effect; nearly all actives have a fitted effect of over 50% in size
# Target sequence (O89049 whole entry, looked up): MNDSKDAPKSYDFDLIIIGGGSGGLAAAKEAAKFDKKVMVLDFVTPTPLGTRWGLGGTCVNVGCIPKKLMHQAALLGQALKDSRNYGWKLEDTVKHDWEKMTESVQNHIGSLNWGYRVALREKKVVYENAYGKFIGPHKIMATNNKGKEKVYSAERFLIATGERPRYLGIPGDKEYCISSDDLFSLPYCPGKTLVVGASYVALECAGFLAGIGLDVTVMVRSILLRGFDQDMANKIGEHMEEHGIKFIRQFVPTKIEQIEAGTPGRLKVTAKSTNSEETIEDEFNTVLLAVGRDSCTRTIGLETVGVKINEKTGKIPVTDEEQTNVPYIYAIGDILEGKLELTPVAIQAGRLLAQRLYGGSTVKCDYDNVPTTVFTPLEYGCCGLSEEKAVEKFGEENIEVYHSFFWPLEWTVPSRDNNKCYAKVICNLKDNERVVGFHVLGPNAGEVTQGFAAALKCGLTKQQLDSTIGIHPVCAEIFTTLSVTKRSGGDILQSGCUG
#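 Rat TrxR1, dispensed at 90 nM, was prereduced with 400 uM NADPH (final) for 5 min at ~22 deg C, then incubated with compound 15 min before 400 uM selenite. A first-read NADPH fluorescence drop versus no-compound background flagged substrates.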
# Vif-APOBEC3F blk: inhibitors of Vif-A3F interaction. HeLa A3F-eYFP + Vif (tagged APOBEC3F with the HIV-1 protein that degrades it), YFP fluorescence increase. Potency, µM (titrated, usually from 46.1 µM), for the others: at the top dose activity, negative = active. actives 0.2% (n = 390,000); note: potency is the fitted concentration of half-maximal effect; % of control where 0% means no effect; nearly all actives have a fitted effect of over 65% in size
#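 HeLa cells stably expressing Vif plus C-terminally eYFP-tagged A3F were seeded, incubated overnight at 37 deg C, dosed with compound, incubated overnight again at 37 deg C. Yellow fluorescence (Ex 488/Em 500-530) reported blocked Vif-mediated A3F-eYFP degradation.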
# IDH1 R132H inh: blocks human mutant IDH1 R132H enzyme | O75874 | IDH1-R132H enzyme, NADPH consumption, diaphorase/resazurin fluorescence | Potency, µM (titrated, usually from 76.6 µM), inactives show at the top dose activity change, negative = inhibition, most hits filed as inhibitors | actives 0.093% (n = 390,000); note: potency is the fitted concentration of half-maximal effect; % is set by controls: 0 for no effect and ±100 for the full control effect; nearly all actives have a fitted effect of over 65% in size
#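 IDH1-R132H (0.5 ug/mL) preincubated 30 min with compound, then NADPH (0.016 mM) and alpha-KG (2 mM) added; 80 min at RT, pH 7.5. Remaining NADPH coupled via diaphorase/resazurin to fluorescence (540/590 nm); concentration-response curves normalized to no-enzyme control.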
# RGS4 inh: human RGS4 inhibition; P49798; Transcreener GDP fluorescence polarization, RGS4-accelerated GTP hydrolysis; Potency, µM (series often up to 114 µM), for the others: top-dose activity change, negative = inhibition, usual class: inhibitors; actives 0.039% (n = 390,000); AID 504845; note: potency is the fitted concentration of half-maximal effect; % is set by controls: 0 for no effect and ±100 for the full control effect; nearly all actives have a fitted effect of over 75% in size; some results filed as inactive show a strong effect at the top dose
# Target sequence (P49798 whole entry, looked up): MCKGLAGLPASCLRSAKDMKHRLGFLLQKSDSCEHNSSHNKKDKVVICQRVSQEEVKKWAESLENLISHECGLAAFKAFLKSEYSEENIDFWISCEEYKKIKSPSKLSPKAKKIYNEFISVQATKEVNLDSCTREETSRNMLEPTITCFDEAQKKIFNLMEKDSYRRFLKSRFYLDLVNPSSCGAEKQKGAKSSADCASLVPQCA
#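 MLSMR compounds (23 nl, pin-transferred) preincubated 10 min at room temperature with a 500nM (2x) first reagent, then RGS4 at 900nM (2x) plus Transcreener GDP mix added; fluorescence polarization (620/688 nm) read before and after 90 min at 30 °C.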
# LDHA block: blocks human lactate dehydrogenase A. P00338. purified LDHA, NADH/diaphorase-resazurin fluorescence; hits give low values. activity change, % (values are at about 110 or 230 µM). actives 0.15% (n = 480,000). AID 1347041; in the data active = activity change below about -30%; inconclusive = mostly about -25% to -30%;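 note: plate controls were DMSO wells for no effect and wells without enzyme for full effect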
#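 Human LDH5 at 2 nM final in Tris HCl pH 7.4 with 0.06 mM NADH and 0.2 mM pyruvate, reacted 5 minutes at room temperature. Remaining NADH coupled via diaphorase/resazurin; resorufin fluorescence read at 0 and 20 minutes, normalized to enzyme-free and DMSO wells.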
# Vif-A3G inh: inhibitors of Vif-APOBEC3G interaction; Q9HC16; HeLa A3G-eYFP + Vif (tagged APOBEC3G with the HIV-1 protein that degrades it), YFP fluorescence, overnight; Potency, µM (highest dose often 46.1 µM), without a hit: at the top dose activity, negative = active, actives largely listed as inhibitors; actives 0.076% (n = 410,000); AID 602310;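 note: potency is the fitted concentration of half-maximal effect; % is set by controls: 0 for no effect and ±100 for the full control effect; nearly all actives have a fitted effect of over 60% in size; hits raise eYFP signal because A3G escapes Vif-driven loss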
# Target sequence (Q9HC16 whole entry, looked up): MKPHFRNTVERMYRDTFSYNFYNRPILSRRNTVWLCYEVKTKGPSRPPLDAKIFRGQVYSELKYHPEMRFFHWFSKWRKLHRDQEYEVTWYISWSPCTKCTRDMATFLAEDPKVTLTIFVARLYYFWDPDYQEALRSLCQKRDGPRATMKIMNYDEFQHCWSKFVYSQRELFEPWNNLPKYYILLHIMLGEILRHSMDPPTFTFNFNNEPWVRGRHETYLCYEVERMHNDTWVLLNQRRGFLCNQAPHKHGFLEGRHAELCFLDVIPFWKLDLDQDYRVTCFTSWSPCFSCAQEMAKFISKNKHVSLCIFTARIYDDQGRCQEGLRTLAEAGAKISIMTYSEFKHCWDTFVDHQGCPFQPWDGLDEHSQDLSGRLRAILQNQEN
#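 HeLa cells stably expressing Vif and C-terminally eYFP-tagged A3G, seeded overnight at 37 deg C, then exposed to compound by pintool overnight at 37 deg C. Rise in yellow fluorescence (Ex 488/Em 500-530, Acumen) marks blocked Vif-driven A3G degradation.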
# USP1 inh: blocks the human USP1/UAF1 deubiquitinase complex; O94782; recombinant USP1/UAF1, Ub-Rhodamine cleavage fluorescence; Potency, µM (top dose mostly 57.1 µM), for the others: top-dose activity change, negative = inhibition, usual class: inhibitors; actives 0.23% (n = 390,000); note: potency is the fitted concentration of half-maximal effect; % is set by controls: 0 for no effect and ±100 for the full control effect; nearly all actives have a fitted effect of over 60% in size; inactives centre near -12
#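 USP1/UAF1 complex at 1 nM was preincubated with compound for 15 min at room temperature, then Ub-Rho substrate (150nM final) was added. Fluorescence (480/540 nm) was read kinetically, 6 reads every 60 seconds.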
# Glioma ERSR ind: induces the endoplasmic reticulum stress response in human glioma cells; U87-MG GRP78 promoter luciferase reporter, 16 h; Potency, µM, inactives show top-dose activation, usual class: activators; actives 0.02% (n = 420,000); AID 602332; note: potency is the fitted concentration of half-maximal effect; series mostly up to about 76 µM; % of control where 0% means no effect; nearly all actives have a fitted effect of over 35% in size
#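 ERSR induction read as luciferase luminescence (Bright-Glo, 10 min at room temperature) in stably transfected human U87-MG glioma cells exposed to compounds for 16 h, using GRP78 as sensor.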
# rTrxR1 inhibitor: blocks rat thioredoxin reductase 1; O89049; recombinant rTrxR1, NADPH fluorescence consumption, selenite substrate; Potency, µM (top dose mostly 114 µM), for the others: at the highest dose activity change, negative = inhibition, most hits filed as inhibitors; actives 1% (n = 390,000); AID 588453; note: potency is the fitted concentration of half-maximal effect; % is set by controls: 0 for no effect and ±100 for the full control effect; nearly all actives have a fitted effect of over 65% in size
#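 Rat TrxR1 (90 nM in the dispensed reagent) was pre-reduced with 400 uM NADPH for 5 min at room temperature, then incubated with compound for 15 min. After 400 uM selenite was added, NADPH fluorescence (Ex 340/Em 450 nm) was followed for 8 min.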
# * marks the source's active call; other numbers are inactive results; ? = inconclusive; nt = not tested or not shown; [ ] = remark or other dose. Unless noted, calls come from the whole dose curve; as a rule, active = well fitted curve in the direction sought with a large enough effect; inconclusive = small, poorly fitted or top-dose-only effect, or another doubt; inactive = no such curve, though single readings can be large; an effect the other way counts as inactive or inconclusive. Only part of the results is shown; count on the stated rates, not on these rows.
nr | SMILES | TrxR1 substrate | Vif-APOBEC3F blk | IDH1 R132H inh | RGS4 inh | LDHA block
1 | C/C(=N\NS(=O)(=O)c1ccccc1)c1ccc2c(c1)OCO2 | -2%[57.1 µM] | -6% | 0% | -2% | 0
2 | C=CCCCCCCCCc1nc(=S)[nH][nH]1 | -6%[57.1 µM] | 0% | 7% | ? | -1
3 | CC(CS(=O)(=O)c1ccc2c(c1)NC(=O)CS2)C(=O)N1CCN(c2cccc(Cl)c2)CC1 (stereo not given) | -2% | -3% | -2% | -8% | -11
4 | CSC1=NC(NCCCO)c2c(sc3c2CC(C)(C)OC3)N1 (stereo not given) | 141%[activator] | -7% | 5% | -31% | 1
5 | S=C1NCCOCCOCCOCCN1 | 4%[57.1 µM] | -12% | 3% | 9% | -7
6 | CCc1cccc(CC)c1NC(=O)COC(=O)c1cccc(S(=O)(=O)N2CCc3ccccc3C2)c1 | -2% | 0% | 10% | -11% | -5
7 | CCCCNS(=O)(=O)c1ccc(S(=O)(=O)n2cnc3ccccc32)cc1 | 10%[2.29 µM] | 0% | 1% | -14% | -6
8 | CCOC(=O)Cc1[nH]nc2c1C(c1ccoc1)C(C#N)=C(N)O2 (stereo not given) | -8% | -5% | -3% | -11% | 2
9 | Cc1ccc(NC(=O)C(Cc2ccccc2)NS(=O)(=O)c2ccc3c(c2)CCC(=O)N3)cc1 (stereo not given) | -10% | 1% | -8% | 24% | 1
10 | COc1ccc(OC)c(NC(=O)c2noc3c2CCCC3)c1 | 1% | -1% | -10% | -2% | 4
11 | COc1ccccc1C(=O)N/C(=C/c1ccccc1)C(=O)NC(CCSC)C(=O)O (stereo not given) | 17%[57.1 µM] | -6% | -5% | 19% | -8
12 | C#CCN1C(=O)C2(OCCO2)c2ccccc21 | 4% | -1% | -6% | -14% | -1

nr | Vif-A3G inh | USP1 inh | Glioma ERSR ind | rTrxR1 inhibitor
1 | 0% | -17% | 2% | 5%[57.1 µM]
2 | -8% | ? | -3% | 9%[57.1 µM]
3 | 0% | -13% | -2% | 10%
4 | -1% | -10% | -5% | 2%
5 | -1% | -14% | -5% | 11%[57.1 µM]
6 | 1% | -18% | -3% | -5%
7 | 1% | -3% | -2% | 1%[2.29 µM]
8 | -5% | -20% | 0% | -8%
9 | 3% | -3% | -4% | -2%
10 | -1% | 4% | 4% | 27%
11 | -5% | -3% | -2% | 0%
12 | 0% | -2% | -3% | 15%

# At a glance, some entries already given:
nr | SMILES | TrxR1 substrate | Vif-APOBEC3F blk | IDH1 R132H inh | RGS4 inh | LDHA block
10 | COc1ccc(OC)c(NC(=O)c2noc3c2CCCC3)c1 | 1% | -1% | -10% | -2% | 4
11 | COc1ccccc1C(=O)N/C(=C/c1ccccc1)C(=O)NC(CCSC)C(=O)O (stereo not given) | 17%[57.1 µM] | -6% | -5% | 19% | -8
12 | C#CCN1C(=O)C2(OCCO2)c2ccccc21 | 4% | -1% | -6% | -14% | -1

nr | Vif-A3G inh | USP1 inh | Glioma ERSR ind | rTrxR1 inhibitor
10 | -1% | 4% | 4% | 27%
11 | -5% | -3% | -2% | 0%
12 | 0% | -2% | -3% | 15%

# Additional entries follow.
nr | SMILES | TrxR1 substrate | Vif-APOBEC3F blk | IDH1 R132H inh | RGS4 inh | LDHA block
13 | Cc1cccc(-n2c(N)c(-c3nc4ccccc4n3C)c3nc4ccccc4nc32)c1 | 10% | ? | -1% | 0% | -11
14 | Cc1cccc(NC(=O)c2cccnc2)c1C | 3%[57.1 µM] | -6% | 4% | -8% | -5
15 | CCOC(=O)C(=O)/C(=C\N(C)C)c1onc(-c2c(Cl)cccc2Cl)c1C(=O)OC | -13%[57.1 µM] | 2% | 9% | 27% | 0
16 | CC1CC(C)CN(CCCNC(=O)Cn2ncc3c([nH]c4ccccc43)c2=O)C1 (stereo not given) | -5% | 8% | -6% | -9% | -3
17 | CCN(CC)CCN1CNC(=S)N(c2ccccc2OC)C1 | 3%[57.1 µM] | 7% | -4% | -20% | -4
18 | CCOC(=O)CCC(=O)N1CCNC(=O)C1 | 7% | 2% | -2% | -1% | -3
19 | CC(=O)Nc1ccc2nc(SCC(=O)N3CCOCC3)sc2c1 | 0%[57.1 µM] | 4% | -11% | -37% | -5
20 | O=S(=O)(Nc1ccc(-c2ccc(N3CCCCCC3)nn2)cc1)c1cccc(C(F)(F)F)c1 | -11%[57.1 µM] | 2% | -11% | -7% | -14
21 | N#Cc1nc(-c2ccccc2Cl)oc1NCc1ccco1 | 6% | 0% | 10% | -27% | 2
22 | Cc1c(NC(=O)c2ccco2)cccc1C(=O)NN1C(=O)c2ccccc2C1=O | 9% | 2% | -4% | 1% | 0
23 | Cc1c(NC(=O)c2cc(=O)[nH]c3ccccc23)c(=O)n(-c2ccccc2)n1C | 5%[57.1 µM] | -8% | 3% | 27% | -10
24 | CC12CCC(C(=O)N(c3ccccn3)c3ccccn3)(OC1=O)C2(C)C (stereo not given) | 1%[57.1 µM] | 8% | 9% | -26% | -1

nr | Vif-A3G inh | USP1 inh | Glioma ERSR ind | rTrxR1 inhibitor
13 | -9% | ? | -1% | 9%
14 | -2% | -4% | -4% | 9%
15 | 3% | -18% | -5% | 0%[57.1 µM]
16 | -1% | -4% | -4% | -8%
17 | 5% | 6% | -1% | 4%[57.1 µM]
18 | 2% | -26% | -4% | 25%
19 | 3% | 0% | -2% | -9%[57.1 µM]
20 | 3% | -23% | 2% | 15%[57.1 µM]
21 | -8% | -13% | 6% | 17%[57.1 µM]
22 | 1% | -17% | 0% | 50%[activator]
23 | 3% | 0% | -2% | 10%[57.1 µM]
24 | 1% | -13% | -3% | 21%[57.1 µM]

# (further entries)
nr | SMILES | TrxR1 substrate | Vif-APOBEC3F blk | IDH1 R132H inh | RGS4 inh | LDHA block
25 | CCN(CC)C(=O)C1=C(C)N(CCCN2CCCC2=O)C(=O)C(CC(=O)NC2CCCC2)C1 (stereo not given) | nt | -7% | 0% | nt | -1
26 | CCN(CC)S(=O)(=O)c1ccc2oc(C(=O)Nc3ccc(Br)cc3F)c(C)c2c1 | 4%[57.1 µM] | -10% | 14% | 0% | -4
27 | Cc1cc(C(=O)OC(C)C(=O)Nc2cccc(Cl)c2)on1 (stereo not given) | -5%[57.1 µM] | -20% | 5% | 5% | -18
28 | CCOC(=O)c1c(-c2ccccc2)[nH]c2ccc(O)cc12 | 52% | 0% | -1% | 31% | -2
29 | O=C(O)CCCCOn1ccnc1 | 10%[57.1 µM] | -7% | 2% | -45% | -1
30 | O=C(CSc1nc2ccccc2c(=O)n1-c1ccccc1F)N1CCOCC1 | -7% | 0% | 5% | 4% | -6
31 | O=C1OC(c2ccccc2)=N/C1=C\N1CCCCC1 | -16% | 5% | -1% | -12% | -2
32 | O=c1oc2ccccc2c(Nc2cccc3ccccc23)c1[N+](=O)[O-] | -15% | -3% | -2% | -5% | -4
33 | CN(Cc1ccccc1)S(=O)(=O)c1ccc2c(c1)n(C)c(=O)n2C | 1% | -20% | 1% | 38% | -6
34 | C[C@H](CO)N1C[C@H](C)[C@@H](CN(C)Cc2ccc(Cl)c(Cl)c2)Oc2c(NC(=O)c3ccncc3)cccc2C1=O | 6%[57.1 µM] | -1% | -2% | 22% | -6
35 | CCCn1cnc2c(SCc3ccccc3F)nc(N)nc21 | 1%[2.29 µM] | -5% | 3% | -4% | -7
36 | C/C(=N\NC(=O)c1nonc1N)c1cccs1 | -13% | 2% | 10% | -9% | 0
37 | CCCc1[nH][nH]c(=O)c1C(c1ccc(Br)cc1)C(C#N)C#N (stereo not given) | -10% | -4% | -11% | ? | 3

nr | Vif-A3G inh | USP1 inh | Glioma ERSR ind | rTrxR1 inhibitor
25 | -1% | -10% | -3% | nt
26 | -2% | -12% | -5% | 28%[57.1 µM]
27 | 0% | -6% | -1% | 17%
28 | -6% | -2% | -5% | -3%[57.1 µM]
29 | 0% | -10% | 2% | 8%[57.1 µM]
30 | 0% | 4% | -2% | -6%
31 | 0% | 5% | 1% | -10%
32 | -12% | -9% | -3% | 6%[57.1 µM]
33 | -9% | 5% | -4% | 8%
34 | 1% | -11% | 0% | 12%[57.1 µM]
35 | -8% | 1% | 1% | 13%[2.29 µM]
36 | 2% | -9% | 1% | -18%
37 | 2% | -12% | -1% | ?

# A second format for 3 compounds above.
no.	SMILES	TrxR1 substrate	Vif-APOBEC3F blk	IDH1 R132H inh	RGS4 inh	LDHA block	Vif-A3G inh	USP1 inh	Glioma ERSR ind	rTrxR1 inhibitor
35	CCCn1cnc2c(SCc3ccccc3F)nc(N)nc21	1%[2.29 µM]	-5%	3%	-4%	-7	-8%	1%	1%	13%[2.29 µM]
36	C/C(=N\NC(=O)c1nonc1N)c1cccs1	-13%	2%	10%	-9%	0	2%	-9%	1%	-18%
37	CCCc1[nH][nH]c(=O)c1C(c1ccc(Br)cc1)C(C#N)C#N (stereo not given)	-10%	-4%	-11%	?	3	2%	-12%	-1%	?

# Screening data (PubChem)
